Source: PubChem (several laboratories)
EBV gp42 inh = inhibitors of Epstein-Barr virus glycoprotein 42 | Q1HVG2 | Fluorescence polarization binding assay, mP read-out | inhibition, % (tested at 21.74 µM) | hit rate 0.42% among 220,000; in the data active = inhibition above about 50%
Target sequence (Q1HVG2 whole entry, looked up): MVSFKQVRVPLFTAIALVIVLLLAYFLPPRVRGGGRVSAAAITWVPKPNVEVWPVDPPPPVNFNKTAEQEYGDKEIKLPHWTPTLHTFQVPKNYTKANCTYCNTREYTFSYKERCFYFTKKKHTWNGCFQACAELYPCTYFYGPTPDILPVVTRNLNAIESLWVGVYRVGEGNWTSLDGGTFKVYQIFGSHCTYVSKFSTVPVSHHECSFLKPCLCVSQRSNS
p47phox inh = p47phox (human) inhibition; P14598; p47phox/p22phox peptide binding, fluorescence polarization, 2 h; inhibition, % at 24.7 µM; hit rate 0.53% among 220,000;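 active = inhibition above about 30%, limit read from the data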;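 note: 0% = p47phox with labelled peptide and 100% = labelled peptide alone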
Target sequence (P14598 whole entry, looked up): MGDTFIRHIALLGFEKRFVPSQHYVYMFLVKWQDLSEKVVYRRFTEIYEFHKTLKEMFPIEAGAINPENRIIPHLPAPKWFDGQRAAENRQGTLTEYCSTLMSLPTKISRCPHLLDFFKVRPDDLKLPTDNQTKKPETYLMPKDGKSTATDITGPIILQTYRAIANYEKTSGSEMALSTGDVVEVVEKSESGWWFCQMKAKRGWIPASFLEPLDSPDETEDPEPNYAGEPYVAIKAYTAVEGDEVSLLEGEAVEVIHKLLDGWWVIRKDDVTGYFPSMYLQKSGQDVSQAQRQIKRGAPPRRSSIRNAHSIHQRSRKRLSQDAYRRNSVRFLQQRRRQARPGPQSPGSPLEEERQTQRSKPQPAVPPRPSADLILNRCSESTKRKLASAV
Tb hexokinase = T. brucei hexokinase 1 inhibition; recombinant TbHK1, G6PDH-coupled NADH A340; hit rate 0.11% among 220,000; inhibition, % at 10 µM; AID 1430;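 active = inhibition of 50% or more in the single-dose primary screen; inactive = inhibition below 50%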
14-3-3 Bad inh = disrupts binding of bovine 14-3-3 zeta to phospho-Bad peptide; P63103; TR-FRET 14-3-3zeta/Dy647-pBad peptide displacement, 1 h; inhibition, % at 21.7 µM; hit rate 0.71% among 220,000;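 active = inhibition above about 70%, limit read from the data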;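 note: 0% = full 14-3-3 plus peptide FRET controls and 100% = background without 14-3-3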
Target sequence (P63103 whole entry, looked up): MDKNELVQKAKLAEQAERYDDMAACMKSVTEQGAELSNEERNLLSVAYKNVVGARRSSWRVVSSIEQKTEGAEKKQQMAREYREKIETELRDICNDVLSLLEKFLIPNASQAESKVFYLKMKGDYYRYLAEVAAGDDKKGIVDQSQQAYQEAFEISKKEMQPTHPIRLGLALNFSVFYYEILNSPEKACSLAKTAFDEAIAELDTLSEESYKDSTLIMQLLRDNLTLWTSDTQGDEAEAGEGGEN
zVAD death inh = L929 zVAD cell death inhibition. viability rescue, % at 10 µM. hit rate 0.38% among 220,000. AID 1377. L929 zVAD necroptosis rescue, ATP luminescence, 24 h; with zVAD 60 µM;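 active = activation, scaled between plate controls, above about 75%, limit read from the data; inactive = activation under that limit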;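 note: 0% = zVAD with DMSO and 100% = DMSO alone without zVAD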
Runt-CBFb FRET = inhibitors of human RUNX1 Runt domain binding to CBFb. inhibition, % at 20 µM. Q01196+Q13951. Cerulean-Runt/Venus-CBFb FRET ratio 530/480, 1 h. hit rate 0.46% among 220,000. AID 1496;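 active = inhibition over about 50% at 20 µM in the single-dose screen, limit read from the data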;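 note: 0% = DMSO wells and 100% = excess unlabeled CBFb competitor control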
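Buffer or medium: Tris pH 7.5 buffer with BSA. Assay system: Cerulean-labeled Runt domain protein. Amount: each fluorescent fusion protein 100 nM. Read-out basis: loss of energy transfer signal. Incubation: 1 h compound exposure, room temperature. Probe or stimulus: Venus-CBFb binding partner, 100 nM. Detection: FRET, excitation 422 nm, emission at 530 and 480 nm.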
MDM2 E3 inh = blocks human Mdm2 ubiquitin ligase activity; Q00987; cell-based MDM2 ubiquitination luciferase reporter, 2 h; 0 = plate control, 100 = twice control, blank-subtracted; hit rate 0.11% among 210,000; signal enhancement, % at 5 µM;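 active = signal enhancement of 30% or more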;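 note: luminescence tracks abundance of the self-degrading MDM2-luciferase fusion protein; higher signal means inhibition of MDM2 E3 ligase activity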
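Test system: mammalian cells stably expressing self-ubiquitinating, self-degrading MDM2 E3–luciferase fusion; Amount: 2000 cells in each well; Medium: DMEM; Schedule: 4 h settle plus 2 h compound, 37 °C; Technique: SteadyLite luciferase luminescence after 15 min room-temperature reagent incubation; Benchmarks: plate control and blank wells.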
Hck-Nef inh = human Hck-Nef kinase inhibition; P08631; Recombinant Hck-YEEI plus Nef, Z-Lyte FRET kinase assay; inhibition, % at 20 µM; hit rate 0.68% among 220,000; AID 463187;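 active = Hck-Nef kinase inhibition above about 50%, limit read from the data; inactive = inhibition below that limit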;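 note: 0% = DMSO with Hck plus Nef and 100% = Hck alone without Nef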
Runt-SMMHC FRET = Runt domain-CBFb-SMMHC interaction inhibition; Q01196+Q13951; Cerulean-Runt/Venus-CBFb-SMMHC FRET ratio 530/480, 1 h; inhibition, % at 20 µM; hit rate 0.74% among 220,000;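 active = mean inhibition across duplicate retests at 20 µM reaching about 50%, limit read from the data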;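 note: 0% = DMSO wells and 100% = wells with excess untagged CBFb-SMMHC; inhibitors lower the FRET ratio by blocking Runt binding to CBFb-SMMHC; some results filed as inactive read as strong as hits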
* marks the source's active call; other numbers are inactive results; nt = not tested or not shown; [ ] = dose if it differs, or a comment.

SMILES	EBV gp42 inh	p47phox inh	Tb hexokinase	14-3-3 Bad inh	zVAD death inh	Runt-CBFb FRET	MDM2 E3 inh	Hck-Nef inh	Runt-SMMHC FRET
Cc1ccccc1/C=N/Nc1ncnc2nc[nH]c12	-8	-1	-101	2	0.6	-1	-4	75*	1
O=C(CN1CCN(C(c2ccccc2)c2ccccc2)CC1)NC(=O)NCc1ccco1	-6	-5	1	-7	1.4	-3	-12	5	-7
CC(=O)SC(C)CC(=O)Nc1ccccc1 (configuration not stated)	-11	-12	-7	-9	3.3	-2	-26	-1	-5
CCOc1ccc(NC(=O)CC2C(=O)N(c3ccccc3)C(=O)N2CCc2cccs2)cc1 (configuration not stated)	-4	4	31	-7	1.4	-1	-11	0	1
O=C(Cc1cccs1)Nc1ccccc1NC(=O)Cc1cccs1	-3	-16	1	3	-0.6	-1	-13	-4	-3
Cc1ccccc1OCCc1c(C)[nH]c(=S)[nH]c1=O	-14	1	1	-8	-1.6	1	-3	20	-2
Cc1ccc(C(C)C)c(OCCN2C(=O)NC(C)(C)C2=O)c1	0	-3	-3	10[fluorescence artefact?]	0.5	0	-2	2	0
Cc1cc2oc3c(c(=O)c2cc1C)C(c1ccc(F)cc1)N(CCCN1CCOCC1)C3=O (configuration not stated)	-7	-3	-3	5	-0.5	-4	4	-5	1
Cc1cccc(N2CCN(C(=O)C3CCN(S(=O)(=O)c4cccc5nsnc45)CC3)CC2C)c1 (configuration not stated)	-7	-22	12	-12	0.9	-1	-4	1	2
CCCOC(=O)C1=C(C)NC2=C(C(=O)CC(C)(C)C2)C1c1ccc(N(C)C)cc1 (configuration not stated)	-4	-8	-5	12	0.1	2	-14	4	12
O=C(Nc1ccc(N2CCOCC2)cc1)C1(c2ccc(Cl)cc2)CCC1	0	2	0	1	1.9	-2	3	-28	-1
CC(C)COC(=O)n1c(=O)oc2cc(S(=O)(=O)N3CCCCC3)ccc21	-11	-5	4	2	4.3	-1	1	0	2
O=C(CN1CCN(c2ccccn2)CC1)NCCc1ccccc1	-40	2	7	-1[fluorescence artefact?]	0.4	-3	-33	2	0
O=C(NCc1ccc2c(c1)OCO2)Nc1cccc2ccccc12	-17	1	-10	10	0.8	4	nt	7	-4
CCc1nnc(NC(=O)CSc2nnc(CSc3nc(C)cc(C)n3)o2)s1	nt	nt	2	nt	1.9	7	nt	0	5
O=S(=O)(Nc1cccc2ncccc12)c1cccs1	-8	2	13	0	79*	-1	-7	2	2
Cc1ccc(O)c(CNc2ccc(S(=O)(=O)Nc3nccs3)cc2)c1	-3	-15	-10	1	-0.7	0	nt	19	-1
Cc1[nH]n(-c2ccccc2)c(=O)c1C(C[N+](=O)[O-])c1ccccc1Cl (configuration not stated)	-10	-4	2	-23[fluorescence artefact?]	-0.4	6	-11	-3	2
c1ccc(Cn2cc(CSc3ccccc3)nn2)cc1	-17	0	-7	-5	0.4	0	6	27	0
COc1ccc(CCn2c(C)nc3ccccc3c2=O)cc1OC	-7	-1	-3	-6	0.1	2	-10	21	-1
Cc1ncc(CN2CCC(CO)(CCOc3ccccc3)CC2)s1	-8	-10	-1	-4	0.4	-2	-7	1	-3
CCc1ccc(/C=C/C(=O)c2cc(Br)ccc(=O)c2O)cc1	-9	-57	-11	12[fluorescence artefact?]	-0.7	13	-7	3	3
OCC[C@@H]1C[C@@H](O)[C@H](O)[C@]2(CCCCO2)O1	-3	-11	2	-13	5.3	0	nt	-3	0
COc1ccc(NC(=O)CC2C(=O)NCCN2C(=O)c2ccc(Cl)cc2)cc1 (configuration not stated)	-8	-5	-4	-2	-0.4	0	12	-2	3
CNC(=O)C1CC(=O)N(Cc2ccc3c(c2)OCO3)C(=Nc2ccc(OC)cc2)S1 (configuration not stated)	-13	4	-3	-10	-0.4	-6	-8	1	-7
O=C(NCCN1CCOCC1)c1ccc2ccccc2n1	-19	-14	-7	-1	0.3	4	-16	-9	-1
O=C(NCc1cccs1)c1cccc(N2CCCC2=O)c1	-21	-15	-6	-3[fluorescence artefact?]	-0.3	0	-12	1	-1
Cc1ccc(SCCC(=O)Nc2ccccc2C(=O)N2CCOCC2)cc1	-2	-3	2	2[fluorescence artefact?]	0.4	-3	-17	1	-2
O=C(CC(=O)Nc1ccc(Cl)c(Cl)c1)N/N=C/c1ccc(O)cc1	-5	-5	26	-4	1.3	-1	-7	2	3
O=C(NCC1CCCN(Cc2ccc3nonc3c2)C1)c1ccc(F)cc1 (configuration not stated)	-4	-3	0	-7	-1.4	1	2	14	1
c1ccc(N2CCN(Cc3ccnc4ccccc34)CC2)cc1	-13	1	-5	71*	-0.3	4	-12	-1	3
COc1ccc(C2Nc3ccccc3C(=O)N2c2ccccc2)cc1CN1CCOCC1 (configuration not stated)	-8	-4	1	-1	-0.8	2	3	15	4
C=CCn1c(SCC(=O)Nc2ncc(Cc3cc(C(F)(F)F)ccc3Cl)s2)nnc1-c1ccncc1	7	13	3	53[fluorescence artefact?]	0.5	3	-12	3	8
Cc1cc(C)nc(Nc2n[nH]c(COc3ccccc3)n2)n1	-7	-4	-3	6[fluorescence artefact?]	4.5	0	nt	0	-1
O=C(Nc1cnc2ccccc2c1)c1cccnc1	6	-2	-5	8[fluorescence artefact?]	1.1	4	-43	1	2
Cc1cccc2c1Sc1ccccc1CC2=O	15	-11	3	-33[fluorescence artefact?]	0.4	-4	-5	0	5
C=C(C)CSc1nc2ncccc2[nH]1	2	-9	0	2	2.8	0	-8	2	44
COc1ccc(CCNC(=O)CSc2ccc(Br)cc2)cc1OC	-10	-4	3	-15	1.2	-1	-8	15	-12
CN(C)CCCC(=O)c1ccc2c(c1)OCO2	-4	-2	-5	-8	1.0	2	-20	2	1
CCN1CCN(C(=S)NCc2ccc(C)cc2)CC1	-3	30	1	-11[fluorescence artefact?]	0.0	-1	-17	1	0
O=C(O)CCc1nn2c3ccccc3n(CCO)c2nc1=O	-8	-4	6	-5	-0.3	0	-6	-6	2
Cn1c(CN2CCCC2)nc2cc(NS(=O)(=O)c3ccccc3)ccc21	-15	-11	-3	2	0.0	0	-11	0	0
CCc1ccc(C(=O)COC(=O)CNC(=O)c2cccs2)cc1	3	-15	-3	1	-0.3	-1	-7	1	11
CC1CCCC(NC(=O)Cc2ccc(Br)cc2)C1C (configuration not stated)	-14	-12	1	-5	-0.4	-4	6	8	-2
CSC1=C(C#N)C(c2ccc(C(C)C)cc2)CC(=O)N1 (configuration not stated)	2	-7	1	4	2.9	2	-1	1	-1
COc1cccc(/C=N/NC(=O)Cn2nc(C)c([N+](=O)[O-])c2C)c1O	-16	-7	-8	-12	5.2	-1	-27	6	2
CCOC(=O)c1ccc(NC(=O)CN2C(=O)C(=O)N(CC(C)C)C2=O)cc1	-8	-2	-1	-4	0.2	-2	-8	-1	1
O=C(Nc1ccc(N2CCCC2)c(Cl)c1)c1ccc(Br)o1	6	-22	-3	-5	1.7	2	-14	5	-10
Cc1ccc(C2CC(=O)C(C=NCCN3CCN(CC(=O)Nc4cc(C)cc(C)c4)CC3)=C(O)C2)cc1 (configuration not stated)	-7	-9	-2	-5	2.8	-3	3	-1	-8
O=C(NC1CCCCC1)C(=S)N1CCCC1	-3	-5	-3	1	2.8	-1	-6	2	4
CC(=O)Nc1ccc(/C=N/Nc2nc3ccccc3[nH]2)cc1	7	-6	-62	-5	88*	3	-12	0	6
CCCCCC/C(C)=C1/SC(=S)NC1=O	-28	-40	-7	1	0.7	nt	-2	0	0
COC(=O)C(O)(CC(=O)Nc1ccc(C)c(F)c1)C(F)(F)F (configuration not stated)	-16	-4	2	-10[fluorescence artefact?]	-0.5	1	-18	-23	-1
CCCCOC(=O)c1ccc(NC(=O)C(=O)NCCN(C)C)cc1	-10	-11	-3	4	2.5	1	-13	22	6
N#Cc1ccc(/C=C/C(=O)c2ccc3c(c2)OCO3)cc1	-1	-5	-15	-10	1.1	1	-6	23	-2
CCCCNC(=O)C1CCCNC1=O (configuration not stated)	9	0	-9	-5[fluorescence artefact?]	-0.9	0	-14	0	-3
Cc1cc(C)c2c(n1)nn1c(C)c(CCC(=O)NCc3ccco3)c(C)nc21	2	-14	-22	-1	0.7	14	1	-3	5
Cc1ccc(C)c(N2CCN(C(=O)c3ccc(Cn4c(=O)[nH]c5ccccc5c4=O)cc3)CC2)c1	-11	-24	-1	-18	1.8	-6	0	-1	1
CC(C)(C)c1ccc(C2=NC(=O)C(CC(=O)O)S2)cc1 (configuration not stated)	-12	-23	7	1	0.2	22	-1	22	-26
O=C(CSc1nc2ncccc2[nH]1)c1ccc2c(c1)OCO2	-6	-4	-18	12	-0.5	2	-12	14	1

Later entries.
SMILES	EBV gp42 inh	p47phox inh	Tb hexokinase	14-3-3 Bad inh	zVAD death inh	Runt-CBFb FRET	MDM2 E3 inh	Hck-Nef inh	Runt-SMMHC FRET
Nc1nnc(CC(=O)N/N=C\c2cc([N+](=O)[O-])ccc2O)s1	1	9	-18	-5	0.7	-4	-9	0	-1
COC(=O)c1ccccc1NC(=S)NC(=O)COc1ccccc1	1	6	-2	3	0.1	1	-10	0	1
O=C(Nc1cccc(S(=O)(=O)Nc2ccc(Cl)cc2)c1)c1ccc2c(c1)OCCO2	-7	-14	-2	3	3.4	1	-7	-1	-2
Cc1cc(Cl)ccc1NC(=S)N1CCC(C(N)=O)(N2CCCCC2)CC1	15	-8	8	1	0.9	1	-4	1	0
Cc1cc(=O)c2n(Cc3ccc(Cl)cc3)nc[n+]2[nH]1	-26	-4	5	-4	0.6	1	-12	-2	3
COc1ccc(OC)c(N(CC(=O)NCCSc2ccccc2)S(C)(=O)=O)c1	2	-15	4	-7	0.1	-1	-10	1	2
COc1ccc(-c2nnnn2C(C)C)cc1S(=O)(=O)Nc1ccccc1	-18	-2	-2	-5	0.1	0	-8	16	-1
Cc1cc2nc3n(c2cc1C)CC1CC(C(=O)NCc2cccc(C(F)(F)F)c2)N(C)C31 (configuration not stated)	-10	-15	-5	0	0.1	-2	23	32	3
N=C(N)SCc1nc2ccccc2c(=O)n1-c1ccccc1Cl	-8	-6	-1	18[fluorescence artefact?]	34	0	-12	1	0
O=C(NCCCO)C(=O)NCc1ccccn1	-4	nt	-11	-4	-0.7	-1	-6	7	0
Clc1ccc(C2=CSC3=Nc4cccc5cccc(c45)N23)cc1	-3	3	0	7	0.9	42	7	13	30
CN(C)c1ccc(CNC23CN4CN(CN(C4)C2)C3)cc1	-23	-10	0	12[fluorescence artefact?]	-1.0	1	-26	2	6

Rewritten as comma-separated lines: entries from further up
SMILES,EBV gp42 inh,p47phox inh,Tb hexokinase,14-3-3 Bad inh,zVAD death inh,Runt-CBFb FRET,MDM2 E3 inh,Hck-Nef inh,Runt-SMMHC FRET
CCCCCC/C(C)=C1/SC(=S)NC1=O,-28,-40,-7,1,0.7,nt,-2,0,0
O=C(NCc1cccs1)c1cccc(N2CCCC2=O)c1,-21,-15,-6,-3[fluorescence artefact?],-0.3,0,-12,1,-1
O=C(NCCN1CCOCC1)c1ccc2ccccc2n1,-19,-14,-7,-1,0.3,4,-16,-9,-1
CCCCOC(=O)c1ccc(NC(=O)C(=O)NCCN(C)C)cc1,-10,-11,-3,4,2.5,1,-13,22,6

No enrichment for hits (roughly 3.2% active in at least one column).
